Screening results from PubChem.
EBV LMP1 NFkB – reduces LMP1-driven NF-kappaB luciferase signal; 350,000 tested, 0.69% active; LMP1-induced NF-kappaB luciferase reporter cells, luminescence; inhibition, % at 12.5 µM; in the data active = inhibition above about 41%;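 note: 0% = neutral control wells and 100% = reference inhibitor control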
NCOA3 inh – human NCOA3 inhibition. 360,000 tested, 0.17% active. AID 588352. HEK293 GAL4-SRC3 luciferase reporter, luminescence. inhibition, % at 3.6 µM;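 active = inhibition above a per-campaign cutoff, the mean of all compounds plus 3 SD, cut at about 60% in these data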;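 note: 0% = DMSO-treated cells and 100% = gossypol-treated cells at 36 µM; higher means less SRC3-driven luciferase light from the GAL4 reporter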
TROY signal inh – inhibitors of TROY-dependent NF-kB signaling; Q293 LMP1-TROYcd NF-kB luciferase reporter, 4 h; inhibition, % at 10 µM; 360,000 tested, 0.98% active;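 active = compounds whose plate-normalised and pattern-corrected inhibition of the luciferase reporter signal at the single screening dose is 50% or more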
NR2F2 inh – NR2F2 (human) inhibition, primary screen | HEK293T NGFI-A luciferase reporter, luminescence | AID 686940 | inhibition, % at 8.6 µM | P24468 | 370,000 tested, 0.7% active;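 active = inhibition above a per-plate cutoff, mean inhibition of test wells between control levels plus 3 SD, cut at about 38% in these data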;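 note: cells cotransfected with COUP-TFII expression vector driving the NGFI-A reporter; 0% = median of COUP-TF2 test wells and 100% = reporter-only cells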
Target sequence (P24468 whole entry, looked up): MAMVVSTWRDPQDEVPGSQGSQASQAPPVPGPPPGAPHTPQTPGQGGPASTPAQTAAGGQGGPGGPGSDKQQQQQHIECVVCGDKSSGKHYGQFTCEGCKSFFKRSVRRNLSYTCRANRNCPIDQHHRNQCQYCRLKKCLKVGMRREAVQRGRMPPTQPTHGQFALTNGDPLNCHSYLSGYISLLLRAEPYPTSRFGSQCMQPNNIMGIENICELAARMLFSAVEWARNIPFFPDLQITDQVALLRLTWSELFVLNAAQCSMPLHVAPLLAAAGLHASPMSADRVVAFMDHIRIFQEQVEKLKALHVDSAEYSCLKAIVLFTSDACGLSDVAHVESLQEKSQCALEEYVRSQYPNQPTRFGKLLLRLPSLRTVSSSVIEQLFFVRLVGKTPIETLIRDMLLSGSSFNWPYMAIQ
CF NFkB block – cystic fibrosis NF-kB activation inhibition. KKLEB NF-kB-GFP reporter, PAF-induced, GFP fluorescence overnight. inhibition, % at 5 µM. 360,000 tested, 0.86% active. AID 588850;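 active = at least 50% inhibition at 5 µM, scaled per plate between neutral and stimulator controls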;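 note: PAF is a Pseudomonas aeruginosa culture filtrate used as stimulus; plate controls were PAF-stimulated DMSO wells for no effect and unstimulated DMSO wells for full effect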
KKLEB tox – counter-screen for CF NF-kB inhibitors: cytotoxicity; activity change (cytotoxicity), % at 5 µM; 360,000 tested, 0.36% active; KKLEB CF airway cells viability, ATPlite luminescence, overnight; active compounds read low; cells stimulated with P. aeruginosa culture filtrate;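 active = corrected activity change at or below -50% at 5 µM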
TWEAK Fn14 block – TWEAK-Fn14 signaling inhibition; TWEAK-stimulated Fn14 reporter cells, luciferase luminescence, 8 h; inhibition, % at 10 µM; 360,000 tested, 2% active; AID 1159606; in the data active = inhibition above about 50%
SRC1 inh – inhibitors of human steroid receptor coactivator 1 (SRC1). Q15788. HEK293 GAL4-SRC1 luciferase reporter, luminescence. inhibition, % at 3.6 µM. 360,000 tested, 0.12% active. AID 588354;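 active = inhibition above the campaign mean plus 3 SD, with each screening campaign given its own cutoff, cut at about 60% in these data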;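 note: 0% = DMSO treated cells and 100% = gossypol at 36 µM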
Shn3 3UTR inh – Schnurri-3 reporter inhibition in Clone20 osteoblasts; Clone20 osteoblast Shn3 3'UTR firefly luciferase, 24 h; inhibition, % at 12.5 µM; 360,000 tested, 0.52% active; AID 588674;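 active = mean inhibition of at least 75% with every replicate also reaching 75%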;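 note: 0% = median of neutral control wells and 100% = pilot-screen positive control compound; some compounds past the cut are filed as inactive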
LRH-1 inv ag – inverse agonists of human LRH-1 (NR5A2); O00482; HEK293T StAR-luciferase reporter, LRH-1 transfected, 24 h; inhibition, % at 3.6 µM; 360,000 tested, 0.13% active;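 active = inhibition above the mean inhibition of all tested compounds plus 3 SD, cut at about 73% in these data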;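 note: 0% = DMSO wells and 100% = reporter-only cells lacking LRH-1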
Target sequence (O00482 whole entry, looked up): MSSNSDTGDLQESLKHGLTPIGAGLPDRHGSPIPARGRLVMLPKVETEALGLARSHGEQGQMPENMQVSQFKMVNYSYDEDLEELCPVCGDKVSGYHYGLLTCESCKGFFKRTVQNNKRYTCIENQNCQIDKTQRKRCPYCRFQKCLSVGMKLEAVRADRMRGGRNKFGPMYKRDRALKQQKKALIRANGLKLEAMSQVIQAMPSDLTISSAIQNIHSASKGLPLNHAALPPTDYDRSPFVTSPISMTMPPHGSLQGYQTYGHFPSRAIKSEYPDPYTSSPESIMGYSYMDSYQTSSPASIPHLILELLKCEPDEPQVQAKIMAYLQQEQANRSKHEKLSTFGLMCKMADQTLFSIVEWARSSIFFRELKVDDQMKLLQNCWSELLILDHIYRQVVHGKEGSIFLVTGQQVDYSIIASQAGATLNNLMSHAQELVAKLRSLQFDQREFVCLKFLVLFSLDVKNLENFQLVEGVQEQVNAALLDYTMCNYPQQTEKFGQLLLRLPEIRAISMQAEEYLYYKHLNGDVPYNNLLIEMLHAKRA
TRAIL sens C8 – caspase-8 TRAIL sensitization | NB7+C8 cells + TRAIL, ATPlite viability luminescence | inhibition (viability loss, TRAIL sensitization), % at 10 µM | 360,000 tested, 1% active;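 active = compounds causing at least 50% loss of cell viability in the single-dose screen, relative to plate controls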
* marks the source's active call; other numbers are inactive results; . = not tested or not shown. Some of the compounds tested. The share of hits here may be higher or lower than overall.

Preview, 2 compounds:
SMILES	EBV LMP1 NFkB	NCOA3 inh	TROY signal inh	NR2F2 inh	CF NFkB block	KKLEB tox	TWEAK Fn14 block	SRC1 inh	Shn3 3UTR inh	LRH-1 inv ag	TRAIL sens C8
FC(F)Oc1ccc(NC(=S)NCc2ccco2)cc1Cl	-2	13	4	9	-2	26	9	-7	-19	-17	-1
O=S(=O)(Nc1ccccc1F)c1cccc(NC(=S)NCCN2CCOCC2)c1	4	0	4	-6	3	0	8	-16	-14	23	-3

Main list, from the first entry:
SMILES	EBV LMP1 NFkB	NCOA3 inh	TROY signal inh	NR2F2 inh	CF NFkB block	KKLEB tox	TWEAK Fn14 block	SRC1 inh	Shn3 3UTR inh	LRH-1 inv ag	TRAIL sens C8
FC(F)Oc1ccc(NC(=S)NCc2ccco2)cc1Cl	-2	13	4	9	-2	26	9	-7	-19	-17	-1
O=S(=O)(Nc1ccccc1F)c1cccc(NC(=S)NCCN2CCOCC2)c1	4	0	4	-6	3	0	8	-16	-14	23	-3
Cc1ccc(S(=O)(=O)N2CC3(C)CN(S(=O)(=O)c4ccc(C)cc4)CC(C)(C2)C3O)cc1 (stereo unspecified)	-16	11	18	3	-36	-6	6	4	-3	19	4
COc1ccc2cc(CN(C(=O)Nc3ccccc3OC)C3CCCC3)c(=O)[nH]c2c1	-2	10	-43	-1	-11	-4	6	14	-14	8	10
NC(=O)c1ccc(NC(=O)CCCNC(=O)c2ccc(Cl)cc2)cc1	-1	-22	-10	11	-13	9	2	-31	1	-15	-5
COc1ccccc1C(=O)NC(=O)COC(=O)c1cccc(C)c1O	-2	-18	-15	12	1	-1	-15	-6	-3	-17	-22
O=C(O)C(c1ccccc1)N1C(=O)/C(=C\c2ccc(-c3cccc(Cl)c3)o2)SC1=S (stereo unspecified)	-2	-3	0	10	-29	2	8	-3	-14	27	-23
c1ccc(CSc2nncn2-c2ccccn2)cc1	-9	-9	-2	-8	-10	0	-7	-1	-8	-7	4
O=C(CSc1nc(C2CC2)nc2c1cnn2-c1ccccc1)Nc1c[nH]c(=O)[nH]c1=O	-6	6	19	10	10	-18	22	-42	-5	2	13
C[C@@H]1CN([C@H](C)CO)C(=O)CCCn2nncc2CO[C@H]1CN(C)S(=O)(=O)c1cccc(C#N)c1	-3	-10	-11	0	-1	-1	8	1	-7	-15	-14
COc1ccc(NC(=O)Cc2csc(NC(=O)Nc3ccccc3OC)n2)cc1	4	-2	-1	-16	-31	-10	8	-28	-15	13	11
O=C(c1ccc2ccccc2n1)N1CCN(S(=O)(=O)c2ccc(Cl)cc2)CC1	0	-9	-13	-1	-3	3	-12	4	-2	-6	-5
Cc1ccnc(NC(=O)c2cc(-c3ccc(Cl)s3)nc3ccccc23)c1	-10	-33	4	-4	-35	13	-4	10	5	-12	12
COc1ccc(-c2nc3c(-c4ccccc4)cnn3cc2C)cc1F	10	-18	-28	-13	13	-9	-63	-21	-33	-10	-5
Cc1cccc(-c2noc(CNC(=O)c3ccc4c(c3)OCO4)n2)c1	3	-4	19	1	7	-16	-2	-6	11	-9	-7
O=C(c1ccco1)N1CCN(S(=O)(=O)c2cccc3nsnc23)CC1	-5	11	6	-7	-4	6	5	11	-15	0	-24
CC(C)CNC(=O)c1cccc(NC(=O)c2ccccc2-c2ccccc2C(=O)O)c1	0	8	23	-21	-6	20	12	3	2	-23	9
CCOCCCn1c(SCC(=O)Nc2ccccc2)nc2ccccc2c1=O	-6	-8	19	15	-20	15	-7	-6	6	6	-13
CN(C)C(=O)CCCCCCCCC(=O)N(C)C	.	8	11	-3	6	11	-1	-36	-3	3	-7
COC(=O)c1c(NC(=O)CSc2nnc(-c3ccco3)n2C)sc(C)c1C	19	-16	15	-7	2	-16	9	3	-15	0	-6
COc1cc(CC(NC(C)=O)C(=O)NC2CCN(c3nc(OC)nc(OC)n3)CC2)cc(OC)c1 (stereo unspecified)	6	0	-21	-12	9	-16	-1	7	6	7	-15
CCOC(=O)c1[nH]c(COC(=O)C2CC(=O)N(Cc3ccccc3)C2)c(C(=O)OCC)c1C (stereo unspecified)	-1	4	-1	1	10	-2	7	-3	-14	5	-1
CCc1ccccc1NC(=O)CN(C)C(=O)Cn1cnc2ccc(Cl)cc2c1=O	1	31	-20	1	-26	16	-8	0	2	15	-18
CCCNC(=O)C1CCN(S(=O)(=O)c2cccs2)CC1	-5	-1	2	0	12	-4	-6	14	-7	2	0
C#Cc1ccc([C@H]2C=C(C(=O)N3CCOCC3)O[C@@H](OCc3ccc(CO)cc3)C2)cc1	1	3	-1	16	-2	2	-6	5	-16	8	-5
SMILES	EBV LMP1 NFkB	NCOA3 inh	TROY signal inh	NR2F2 inh	CF NFkB block	KKLEB tox	TWEAK Fn14 block	SRC1 inh	Shn3 3UTR inh	LRH-1 inv ag	TRAIL sens C8
Cc1nnc(SCC(=O)Nc2cccc([N+](=O)[O-])c2)n1CC1CCCO1 (stereo unspecified)	-9	9	2	-19	-12	7	0	6	-13	1	9
COC(=O)c1sccc1-n1cc2c(c1-c1ccccc1)c(=O)n(C)c(=O)n2C	.	22	2	-8	-14	-11	-1	7	6	-5	-19
Cc1cccc(N2C(=O)CC(N3CCN(c4ccccc4)CC3)C2=O)c1 (stereo unspecified)	3	-1	15	-4	5	2	-1	-3	-16	5	-6
Cc1ccc(C)c(-c2csc(NC(=O)c3c(C)noc3C)n2)c1	10	20	6	-5	7	2	14	7	22	-3	6
c1ccc(CCCN2CCN(c3ccccn3)CC2)cc1	1	-17	13	-7	2	0	-25	-18	-35	3	2
CC(=O)Nc1ccc(S(=O)(=O)NCc2ccc(C(=O)NCCN3CCCCCC3)cc2)cc1	-5	-10	5	-6	2	-4	-6	0	-31	5	-12
CC(C)(C)OC(=O)C(C)(C)O/N=C(\C(=O)O)c1csc(N)n1	-6	6	0	4	-4	6	11	-21	4	2	-6
CCOC(=O)CCNC(=O)N1CCCC(C(=O)c2cccc(OC(C)C)c2)C1 (stereo unspecified)	-14	3	-1	11	-6	1	5	16	-5	4	-11
COc1ccc2occ(C(C)=O)c2c1	6	9	-4	-20	9	-14	-33	3	15	5	-17
CCOC(=O)N1CCN(C(=O)c2ccc3c(=O)n(CC4CCCO4)c(=S)[nH]c3c2)CC1 (stereo unspecified)	-1	-15	12	3	9	2	-21	-8	-1	-12	-5
O=C1C2C3c4ccccc4C(c4ccccc43)C2C(=O)N1c1nc(-c2ccccc2)cs1 (stereo unspecified)	-8	12	9	1	-9	14	12	-6	3	11	10
O=C(C[n+]1ccc(C(=O)c2ccccc2)cc1)Nc1ccc(C(F)(F)F)cc1	-4	8	-6	9	6	-16	-2	8	-14	-8	39
CCc1ccccc1NC(=O)COc1ccc(C(=S)N2CCCC2)cc1	0	17	-3	-4	-19	6	17	-7	9	2	1
O=c1c(-c2ccc(Cl)cc2)coc2c(CN3CCOCC3)c(O)ccc12	-3	0	-47	-5	0	-1	1	-3	-17	-1	-2
Cc1cc2c(sc3ccccc32)c(C)n1	0	7	-48	-23	13	-20	-24	-8	-21	1	0
COc1ccc(NC(=O)CN(C)S(=O)(=O)c2cccs2)cc1	-8	-21	-52	-30	-4	3	-14	-43	-31	-34	21
CCCC(=O)N(c1ccc(OCC)cc1)S(=O)(=O)c1ccc2c3c(cccc13)C(=O)N2C	-14	-1	3	-2	10	-10	19	3	43	-10	14
Cc1c(Cl)cccc1NC(=O)C1C2C=CC(C2)C1C(=O)O (stereo unspecified)	7	-19	17	12	-8	17	-3	8	-13	8	-12
O=c1c2ccccc2nc(COc2ccccc2)n1/N=C/c1cn[nH]c1-c1ccccc1	7	16	-31	11	16	-6	19	7	-23	1	5
Cn1c(SCC(=O)N2CCN(Cc3ccccc3)CC2)nnc1-c1ccncc1	-8	-1	9	-18	0	8	-5	-25	-11	5	-8
CC(=O)Nc1ccc(NC(=O)c2cccc(S(=O)(=O)N3CCCCCC3)c2)cc1	-15	10	23	-15	16	-8	-96	8	-1	-37	5
CCC(CC)NC(=O)CSc1ccc(S(=O)(=O)N2CCCCC2)cn1	-6	2	-12	-2	-24	18	8	16	9	-4	3
O=C(NNC(=O)OCc1ccccc1)OCc1ccccc1	-10	-14	-6	-13	-4	4	-5	-19	-21	-15	0
CCc1nc(SCc2ccccn2)c2c(=O)n(C)c(=O)n(C)c2n1	-41	5	-17	3	-14	4	3	0	8	4	-3
Cc1cc(Br)cc(Br)c1OCC(=O)NNC(=O)Nc1ccccc1	-9	12	6	9	5	0	-10	-27	-6	-7	1
SMILES	EBV LMP1 NFkB	NCOA3 inh	TROY signal inh	NR2F2 inh	CF NFkB block	KKLEB tox	TWEAK Fn14 block	SRC1 inh	Shn3 3UTR inh	LRH-1 inv ag	TRAIL sens C8
O=C(Nc1cccc(-n2cnnn2)c1)c1ccc(OC(F)(F)F)cc1	4	-13	-9	-2	10	-18	4	17	33	-28	9
COc1ccccc1C(=O)N1C(CC(=O)Nc2cc(Cl)ccc2C)C(=O)NC2CCCCC21 (stereo unspecified)	2	-19	1	8	0	1	5	-2	15	22	1
CCOc1ncccc1C(=O)OCC(=O)N(CC)c1ccccc1	0	21	16	7	8	13	4	-2	-3	-1	-18
O=C(c1ccco1)N1CCN(Cc2cccc(C(F)(F)F)c2)CC1	9	9	-10	4	-7	1	19	3	16	-17	-5
Fc1cccc(Cl)c1/C=N/Nc1c(Cl)cncc1Cl	5	-9	19	1	53*	-13	53*	3	1	2	13
CN(C)c1oc(COc2ccc(F)cc2)nc1C#N	8	-4	21	8	2	14	8	3	-15	-13	-11
CCOC(=O)CC1C(=O)NCCN1C(=O)c1ccc(C)cc1 (stereo unspecified)	-11	-7	-7	6	-7	1	10	-12	-6	-2	16
CCOC(=O)COc1ccc(-c2nnc(-c3ccccc3)o2)cc1	8	-14	-9	21	10	6	-4	-5	-17	-7	49*
O=S(=O)(Nc1cccc(S(=O)(=O)N2CCCCCC2)c1)c1ccccc1	5	14	13	4	-8	12	9	2	13	11	2
CCC(C)C(=O)Nc1nc(C)c(-c2csc(Nc3cc(OC)ccc3OC)n2)s1 (stereo unspecified)	25	12	0	-1	40	7	3	9	45	-5	14
O=C(COc1cccc2ccccc12)NNC(=O)Nc1ccccc1	-1	8	4	2	-11	2	-19	8	-2	15	-3
COc1ccc(Br)cc1-c1nc(C)c(C(C)=O)n1O	-12	3	9	-4	6	-3	-8	-8	-8	5	-2
NC(=O)C1CCN(C(=O)/C=C/c2cc(Br)ccc2F)CC1	5	-7	3	6	-1	2	-2	-3	-20	-20	9
Cc1ccc(O)c(NC(=S)NC(=O)CC(C)C)c1	-18	-34	-42	-20	3	3	1	-74	-43	-94	10
Cc1ccc(C(=O)Nc2cccc(C(F)(F)F)c2)cc1Nc1cnccn1	16	13	-26	-4	51*	0	-33	-12	12	-1	9
CN1/C(=C\C=N\NC(=O)c2cccnc2)C(C)(C)c2ccccc21	2	-6	-6	3	2	-4	7	-5	2	-10	-4
CC1CN(S(=O)(=O)c2cccc(C(=O)N(Cc3nnc(-c4ccccc4Cl)o3)C3CC3)c2)CC(C)O1 (stereo unspecified)	2	6	-13	13	-2	1	-17	-19	16	-9	3
COc1ccc(C(=O)N/C(=C/c2ccc(Cl)cc2)C(=O)NCc2ccncc2)cc1	0	-4	1	8	19	-9	-6	14	14	9	-2
O=C1OCC2=C1C(c1ccc(F)cc1)Sc1ccccc1N2 (stereo unspecified)	-38	4	-2	7	10	-7	12	-4	17	13	-6
